AT treatment = qHTS Assay for Identifying a Potential Treatment of Ataxia-Telangiectasia; […] A-T fibroblasts, KAP-1 phosphorylation AlphaLISA; neocarzinostatin DNA damage 30 min before lysis; Potency, µM (series often up to 57.5 µM), without a hit: at the top dose activation, most hits filed as activators; hit rate 0.19% among 320,000; further: potency means the concentration at half of the fitted maximal effect; % of control where 0% means no effect; nearly all actives have a fitted effect of over 45% in size
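hTERT-immortalized A-T patient fibroblasts ([…]), 500 cells/well in OPTI-MEM, 1% FBS, got compounds for 60 min, then NCS for 30 min at 37C. Lysates were then assayed for phospho-KAP-1 by AlphaLISA (anti-pKAP1 donor, anti-KAP1 acceptor beads), 6 hr at 25C.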
MBNL1-CUG inh = qHTS Assay for Inhibitors of MBNL1-poly(CUG) RNA binding; Muscleblind-like protein 1 (Homo sapiens), Q9NR56; TR-FRET MBNL1-His/biotin-(CUG)12 binding, 665/545 ratio; Potency, µM (titrated, usually from 57.5 µM), inactives show at the top dose activity change, negative = inhibition, usual class: inhibitors; hit rate 0.036% among 280,000; active means well fitted inhibition curve with a large enough effect in the signal ratio, with a control signal flat, not every such curve was filed as active; inconclusive means small, poorly fitted or top-dose-only effect, or effect the other way, or a change in a side signal; inactive means no such curve, though single readings can be large or run the other way; the % refers to the signal ratio; further: potency means the concentration at half of the fitted maximal effect; on the % scale 0 is the no-effect control and ±100 the full control effect
Target sequence (Q9NR56 whole entry, looked up): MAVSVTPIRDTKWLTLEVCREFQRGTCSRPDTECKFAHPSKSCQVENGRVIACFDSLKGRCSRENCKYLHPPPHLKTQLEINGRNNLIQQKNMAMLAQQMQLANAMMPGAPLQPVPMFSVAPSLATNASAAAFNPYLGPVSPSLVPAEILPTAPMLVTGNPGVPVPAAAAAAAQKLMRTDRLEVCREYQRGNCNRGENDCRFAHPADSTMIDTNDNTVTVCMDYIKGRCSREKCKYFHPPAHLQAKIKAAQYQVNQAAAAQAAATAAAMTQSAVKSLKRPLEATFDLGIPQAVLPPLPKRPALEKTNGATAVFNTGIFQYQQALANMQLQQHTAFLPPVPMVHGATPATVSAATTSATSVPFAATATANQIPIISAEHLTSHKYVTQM
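Compounds (final 92 nM to 58 uM) are added to His-tagged MBNL1 and biotin-(CUG)12, then terbium anti-His antibody and streptavidin-XL665 (5 nM final). After 60 min at room temperature, the 665/545 nm ratio is read.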
FBPA coupling cs = qHTS Assay for Inhibitors of Fructose-1,6-bisphosphate Aldolase from Giardia Lamblia: Coupling assay counterscreen; hit rate 0.67% among 290,000; coupling enzyme system counterscreen, AmpLite Red fluorescence; AID 2472, 2010; activity change, negative = inhibition, % at 58.2 µM, hits read low; in the data active means activity change below about -30%; further: on the % scale 0 is the no-effect control and ±100 the full control effect
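Final compound at 57.5 uM, incubated 10 min at RT with coupling enzyme reagent (glyceraldehyde-3-phosphate), then 20 min with substrate and AmpLite Red detection. Fluorescence read at 525/598 nm; tests interference with the coupling assay, not aldolase inhibition.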
KCNH2 3.1 inh = qHTS for Inhibitors of KCHN2 3.1: Mutant qHTS | Potassium voltage-gated channel subfamily H member 2, brain isoform KCNH2 3.1 (human) | U2OS KCNH2 3.1, thallium flux FluxOr; stronger effect = lower value | activity change, % (tested at about 1.8 µM) | hit rate 0.95% among 340,000 | AID 720553, 2013;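 active means maximum activity change below -70%; inconclusive means maximum activity change from -70% to -50%; inactive means maximum activity change above -50%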;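 further: thallium influx rate constant from kinetic fluorescence after stimulation buffer; on the % scale 0 is the no-effect control and ±100 the full control effect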
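Steps: virus added to U2OS suspension (4 h, RT, dark); medium with 10% FBS added, cells plated, 37 C overnight; FluxOr/Red40 loading buffer 45 min RT; stimulation buffer, 2 min kinetic read; rate constant normalized.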
Integrin act MD = qHTS for Activators of Integrin-Mediated Alleviation for Muscular Dystrophy; AID 624291, 2012; Potency, µM (series often up to 38.3 µM), inactives show top-dose activation, most hits filed as activators; alpha7betagal myoblasts, beta-gal FDG fluorescence, 48 h; hit rate 0.064% among 350,000;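 further: potency means the concentration at half of the fitted maximal effect; 100% = response of the positive control SU9516; nearly all actives have a fitted effect of over 60% in size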
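alpha7betagal+/- myoblasts (passage 13, 250/well) treated 48 h at 37C with compounds at 1:260 dilution of DMSO stock. Lysed, then beta-galactosidase activity read as FDG fluorescence (ex 480/em 540) after 30 min, with pre-read for autofluorescence.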
TRPV1 agonist = HTS Assay for Compounds that Act as Agonists of the Vanilloid Receptor 1; Transient receptor potential cation channel subfamily V member 1 (Homo sapiens), Q8NER1; TRPV1-expressing cells, Fluo-8 calcium influx, agonist mode; activation, % at 8.33 µM; hit rate 0.19% among 320,000; in the data active means activation above about 80%; inconclusive means between about 30% and that limit; further: 0% is about no effect
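Fluo-8 calcium influx in TRPV1-expressing cells, kinetic read (ex 480/em 520 nm). Compound added and read 3 min for agonist activity, followed by capsaicin at EC20 final and 2 min further read for enhancement.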
GALK inh = qHTS Assay for Inhibitors of Human Galactokinase (GALK) | AID 1868, 2009 | Potency, µM (top dose mostly 57.5 µM), inactives show at the top dose activity change, negative = inhibition, most hits filed as inhibitors | hit rate 0.007% among 270,000 | Purified GALK, Kinase-Glo residual ATP luminescence | P51570; further: potency means the concentration at half of the fitted maximal effect; on the % scale 0 is the no-effect control and ±100 the full control effect
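Luminescence from leftover ATP (Ultra-Glo luciferase/luciferin) served as read-out after a 1 h room-temperature reaction of 5 nM GALK with 35 uM ATP and 100 uM galactose.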
KCNH2 WT inh = qHTS for Inhibitors of KCHN2 3.1: Wildtype qHTS; Voltage-gated inwardly rectifying potassium channel KCNH2 (Homo sapiens), Q12809; U2OS, BacMam KCNH2, thallium flux FluxOr; stronger effect = lower value; activity change, % at 1.84 µM; hit rate 0.37% among 340,000; AID 720551, 2013;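 active means maximum activity change below -70%; inconclusive means maximum activity change between -70% and -50%; inactive means maximum activity change above -50%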; further: on the % scale 0 is the no-effect control and ±100 the full control effect
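U2OS cells transduced with wild-type KCNH2 virus are loaded with FluxOr dye for 45 min, and thallium flux is measured in kinetic reads before and after stimulation buffer. Rate constants are normalized to DMSO controls.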
ASM inhibitor = Inhibitors of Secretory Acid Sphingomyelinase (S-ASM): qHTS; Sphingomyelin phosphodiesterase (Homo sapiens), P17405; placental ASM, HMU-PC fluorogenic substrate, 60 min; Potency, µM (doses to about 57.5 µM), inactives show at the highest dose activity change, negative = inhibition, usual class: inhibitors; hit rate 0.006% among 340,000; AID 504937, 2011; further: potency means the concentration at half of the fitted maximal effect
Target sequence (P17405 47-631 limits assumed): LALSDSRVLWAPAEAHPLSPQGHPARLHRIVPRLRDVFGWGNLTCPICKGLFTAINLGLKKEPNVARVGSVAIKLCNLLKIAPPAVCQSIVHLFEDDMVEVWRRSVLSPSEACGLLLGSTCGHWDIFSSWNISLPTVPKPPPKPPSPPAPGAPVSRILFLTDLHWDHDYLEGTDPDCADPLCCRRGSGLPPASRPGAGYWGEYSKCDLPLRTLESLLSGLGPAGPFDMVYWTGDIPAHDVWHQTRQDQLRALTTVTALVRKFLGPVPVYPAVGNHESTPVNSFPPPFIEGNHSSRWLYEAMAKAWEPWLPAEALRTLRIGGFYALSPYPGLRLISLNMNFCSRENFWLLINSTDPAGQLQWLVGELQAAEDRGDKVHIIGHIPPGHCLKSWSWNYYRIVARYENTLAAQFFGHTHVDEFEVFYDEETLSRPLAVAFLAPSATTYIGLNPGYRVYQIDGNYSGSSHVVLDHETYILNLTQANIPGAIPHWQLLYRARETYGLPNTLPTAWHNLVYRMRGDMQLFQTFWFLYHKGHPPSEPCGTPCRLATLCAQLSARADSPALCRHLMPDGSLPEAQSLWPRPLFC
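Fluorescence read-out (Ex 386 nm, Em 447 nm) after stopping the reaction at pH 10. Enzyme: ASM from human placenta; substrate HMU-PC0, 9 uM final; 60 min, 37 °C. Compound preincubation 10 min, ambient temperature.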
CXXC DNA block = qHTS Fluorescence Polarization Assay for Inhibitors of MLL CXXC domain - DNA interaction. Histone-lysine N-methyltransferase 2A (Homo sapiens), Q03164. MLL-CXXC / FITC-HOXA9 DNA fluorescence polarization. Potency, µM (titrated, usually from 115 µM), without a hit: at the top dose activity change, negative = inhibition, usual class: inhibitors. hit rate 0.037% among 290,000. AID 2662, 2010; active means well fitted inhibition curve with a large enough effect in the polarisation, with a control signal flat, not every such curve was filed as active; inconclusive means small, poorly fitted or top-dose-only effect, or effect the other way, or a change in a side signal; inactive means no such curve, though single readings can be large or run the other way; the % refers to the polarisation; further: potency means the concentration at half of the fitted maximal effect
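Fluorescence polarization: 7 uM MLL-CXXC (stock) preincubated 5 min with compounds, then 50 nM fluorescein-HOX-A9 DNA (stock) added; 30 min ambient. Buffer 50 mM Tris-HCl pH 7.5, 50 mM NaCl, 1 mM DTT, 0.05% BSA.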
* hit, by the source's call; ? = inconclusive; / = no result given; [ ] = another dose, or the depositor's remark. Unless noted, the call rests on the fitted dose curve; in most records, active means well fitted curve in the direction sought with a large enough effect; inconclusive means small, poorly fitted or top-dose-only effect, or another doubt; inactive means no such curve, though single readings can be large; an effect the other way counts as inactive or inconclusive. Compounds were not picked by outcome; 2% or so of the library scored in one or more.

Screens in order: AT treatment, MBNL1-CUG inh, FBPA coupling cs, KCNH2 3.1 inh, Integrin act MD, TRPV1 agonist, GALK inh, KCNH2 WT inh, ASM inhibitor, CXXC DNA block
> Cc1ccnc2nc(C(=O)OCC(=O)N(CC(C)C)CC(C)C)nn12
    -1%, -6%, 4, -7, -17%, 1, 4%, -1, 3%, 5%
> COc1cccc2oc(-c3ccco3)cc(=O)c12
    18%, ?, -1, 9, -7%, 0, /, -8, 11%, 16%
> COc1cc(NC(=O)c2noc3c2CCC3)c(OC)cc1Cl
    1%, -5%, -15, 22, 3%, 2, 0%, 3, 6%, 12%
> CN(C)c1cccc(C(=O)NC2CCCCCC2)c1
    0%, 5%, -2, -14, -34%, ?, 0%, -5, 3%, 9%
> Nc1ccc(CSc2ccc(Cl)cc2)c(Cl)c1
    /, /, /, -102*, -34%, /, /, 12, -2%, /
> Cc1ccc2[nH]c(C)c(/C=C/c3cc[n+](C)cc3)c2c1
    20%, ?, 1, 10, -76%[inhibitor], -7, 4%, -3, ?, ?
> CCOC(=O)c1[nH]c(C)c(C(=O)NC2CCN(C(=O)OCC)CC2)c1C
    2%, -15%, 0, 6, -15%, 0, -2%, -5, 1%, 1%
> Cc1onc(-c2ccccc2)c1C(=O)N/N=C/c1cccc(O)c1
    /, -17%, -14, -11, 36%, -3, 2%, -7, 2%, 7%
> NC(=O)c1ccsc1NC(=O)CSc1ncnc2sccc12
    10%, /, /, -11, -25%, /, /, -5, -2%, /
> O=C(C1CCN(S(=O)(=O)c2ccc(Br)s2)CC1)N1CCN(c2ccccc2)CC1
    2%, 10%, 0, -17, 0%, 2, -3%, 3, -3%, -2%
> COc1ccccc1-c1nc(C#N)c(N2CCCCCC2)o1
    /, 26%, 11, 1, 3%[7.66 µM], -13, 1%, -3, 7%, -11%
> COc1ccc(-c2cc(C(=O)NCc3cccnc3)no2)cc1
    2%, -1%, 3, 4, 3%, 23, -1%, -10, 0%, -1%
> Cc1ccccc1NC(=O)CCC(=O)N/N=C/c1ccc(F)cc1
    2%, 1%, -3, 7, 12%, 2, 0%, 7, 2%, -6%
> CC(C)N1CCC(N2CCN(CC#Cc3ccccc3)CC2CCO)CC1 (configuration not stated)
    -5%, 7%, -2, -3, -33%, -2, 3%, -1, 8%, 3%
> Cc1cccc(N2CCN(C(=O)NC(C)c3ccc(F)c(F)c3)CC2)c1C (configuration not stated)
    -3%, -4%, 1, 12, 13%, ?, -1%, -10, -3%, 12%
> COc1ccc(NC(=O)NC23CC4(C)CC(C)(CC(C)(C4)C2)C3)cc1
    -3%, /, 0, -3, 43%, 29, 3%, -9, -5%, -4%
> Cc1cc(NC(=O)COc2ccc3oc4ccccc4c3c2)no1
    5%, 19%, -2, 6, 9%, 2, 0%, -6, -2%, -2%
> Cc1ccc(NC(=O)c2cccnc2)c([N+](=O)[O-])c1
    -3%, ?, 2, -4, -14%, 4, 3%, -17, -1%, -1%
> COCCCNC(=S)NNC(=S)Nc1cccc(Cl)c1
    1%, -19%, -1, 6, -5%, 5, 2%, -8, 2%, -5%
> O=C(Nc1cc(S(=O)(=O)N2CCOCC2)ccc1N1CCOCC1)c1ccccc1Cl
    -1%, /, /, 0, 10%, /, /, -5, 4%, /
> COc1ccc(NS(=O)(=O)c2ccc3oc(Nc4ccc5c(c4)OCCO5)nc3c2)cc1
    -8%, -6%, -1, 0, 17%, 1, 2%, 2, -27%, 17%
> CCOC(=O)N1CCN(CC(=O)Nc2sccc2C#N)CC1
    -6%, 1%, -3, -5, -24%, 0, 1%, -8, 2%, 5%
> CCN(CC)CCNC(=O)C12CC3CC(C)(CC(C)(C3)C1)C2
    -5%, 0%, 2, 6, -15%, 1, 0%, 6, -1%, -9%
> Cn1c(=O)c(Oc2ccc(F)cc2)c(O)c2ccccc21
    1%, 2%[11.5 µM], 1, -27, -35%, -2, /, 2, 1%, -4%
> O=C(Cc1ccccc1)N/N=C/c1cc(Br)cs1
    10%, 5%, -2, 3, -6%, 1, -3%, 1, -4%, 3%
> CN1CCN(CCCNC(=O)CCC(=O)N2CCOc3ccccc32)CC1
    10%, -7%, -1, -21, 3%, 0, /, 0, 6%, /
> COc1ccccc1C(CNC(=O)c1ccc(C)c(S(=O)(=O)N2CCCCC2)c1)N(C)C (configuration not stated)
    6%, /, /, -15, 0%, 0, /, -1, 0%, /
> O=C(NC1CCC(O)CC1)c1cc(-c2ccc(Cl)cc2)nc2ccccc12 (configuration not stated)
    8%, /, /, 6, 0%, 7, /, -8, 0%, /
> Cc1cc(N2CCCC2)nc2c(C)cccc12
    3%, -7%, 5, 0, 27%, 0, -1%, -1, 188%[activator], -10%
> C=CCn1c(SCC(=O)Nc2cc(C)on2)nc2c([nH]c3ccccc32)c1=O
    3%, 4%, /, /, -11%, 3, -4%, 3, -3%, 24%
> CCC(C)NC(=O)c1ccc(NC(=O)CC2SC(N3CCCC3)=NC2=O)cc1 (configuration not stated)
    8%, /, /, -2, 2%, 1, /, 0, 3%, /
> CCOc1cc(CN2CCCC(N3CCc4ccccc4C3)C2)ccc1O (configuration not stated)
    10%, -1%, -1, 4, -33%, 3, 0%, -6, 4%, -3%
> Cc1ccc(NC(=O)c2cc(=O)[nH]c3ccc(S(=O)(=O)N4CCOCC4)cc23)nc1
    -1%, /, /, -2, 4%, 0, /, -1, 17%, /
> N/C(=N\OC(=O)c1ccc2c(c1)OCO2)c1cccc(Br)c1
    7%, 12%, -4, 2, 3%, 16, 6%, -7, 0%, -1%
> CCN(CC)S(=O)(=O)c1ccc(OC)c(NS(=O)(=O)c2ccc(F)cc2)c1
    -2%, 3%, 9, -1, 13%, 1, -1%, 1, 0%, 9%
> CCOc1cc(/C=N/n2c(C)nc3ccccc3c2=O)ccc1O
    -10%, -1%, 0, 3, -27%, 2, 14%, 0, 1%[11.5 µM], -6%
> O=C(CNC(=O)Cc1ccccc1)N=Nc1c(O)[nH]c2ccccc12
    4%, ?, 0, -13, 3%, -3, 1%, -2, -22%, -2%
> COc1ccc(C2=NOC(C(=O)NC3CCCCC3)C2)cc1OC (configuration not stated)
    -3%, 18%, 10, -8, -19%, 15, -2%, 13, 2%, -2%
> Cc1ccccc1CN(c1ccc(C(=O)N2CCCC2)cc1)S(C)(=O)=O
    -7%, -3%, 7, 14, 10%, 5, 2%, 8, 5%, 7%
> Cc1ccc(NC(=O)COC(=O)c2cc(=O)c3ccccc3o2)c(Br)c1
    -2%, /, /, 4, -12%, /, /, 2, -3%, /
> C=CCc1ccc(OCC(O)CN2CCCCC2)c(OC)c1 (configuration not stated)
    12%, 4%, 1, -3, 7%, 5, 8%, 14, 2%, -2%

2 records drawn at random from those above:
Screens in order: AT treatment, MBNL1-CUG inh, FBPA coupling cs, KCNH2 3.1 inh, Integrin act MD, TRPV1 agonist, GALK inh, KCNH2 WT inh, ASM inhibitor, CXXC DNA block
> CCOc1cc(CN2CCCC(N3CCc4ccccc4C3)C2)ccc1O (configuration not stated)
    10%, -1%, -1, 4, -33%, 3, 0%, -6, 4%, -3%
> C=CCc1ccc(OCC(O)CN2CCCCC2)c(OC)c1 (configuration not stated)
    12%, 4%, 1, -3, 7%, 5, 8%, 14, 2%, -2%

From PubChem BioAssay
